Source: PubChem
STEP inh: blocks human striatal-enriched tyrosine phosphatase | inhibition, % at 20 µM | recombinant STEP, OMFP fluorogenic substrate, fluorescence | AID 588621 | 360,000 compounds, 0.25% hits | P54829;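 active = inhibition at 20 µM, scaled per plate between control wells, above about 37%, limit read from the data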;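 also: 0% = DMSO with enzyme and substrate and 100% = substrate only without enzyme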
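System: isolated STEP enzyme; schedule: 20 min enzyme reaction at room temperature, protected from light; medium: Bis-Tris buffer pH 6.0, 2.5 mM DTT, 0.005% Tween 20; signal: fluorescence, 480/540 nm; dosing: single compound dose of 20 µM, 1% DMSO final; also added: OMFP substrate, 25 µM final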
SUMO1 PPI mod: SUMO1-SIM interaction modulation. P63165. SUMO1 binding to a labelled peptide, TR-FRET, 1 h. inhibition, % at 20 µM. 360,000 compounds, 0.33% hits. AID 602429; in the data active = inhibition above about 37%
Target sequence (P63165 whole entry, looked up): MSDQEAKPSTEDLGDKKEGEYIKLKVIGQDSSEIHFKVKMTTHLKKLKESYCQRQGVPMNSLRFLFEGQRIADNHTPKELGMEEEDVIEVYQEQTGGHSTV
Rpn11 inh: inhibitors of human proteasome Rpn11 | O00487 | human 26S proteasome, Ub4-pepOG fluorescence polarization; 20S core pre-blocked with epoxomicin | calls only at 20 µM | 360,000 compounds, 0.59% hits;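 active = inhibition at 20 µM, scaled to each plate's controls, above about 33%, limit read from the data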
Target sequence (O00487 whole entry, looked up): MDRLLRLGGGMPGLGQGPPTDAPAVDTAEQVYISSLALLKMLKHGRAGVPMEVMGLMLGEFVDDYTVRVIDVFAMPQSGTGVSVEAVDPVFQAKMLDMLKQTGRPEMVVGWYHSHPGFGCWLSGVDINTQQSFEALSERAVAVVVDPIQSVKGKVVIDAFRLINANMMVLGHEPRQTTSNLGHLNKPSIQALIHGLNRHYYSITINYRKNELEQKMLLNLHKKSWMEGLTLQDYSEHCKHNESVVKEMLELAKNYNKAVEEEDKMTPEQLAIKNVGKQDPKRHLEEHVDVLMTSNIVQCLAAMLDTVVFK
DNMT1 inh: blocks human DNA methyltransferase DNMT1 | P26358 | DNMT1 molecular beacon, Hinp1I cleavage, fluorescence | inhibition (reported as % activation of signal), % at 10 µM | 360,000 compounds, 0.83% hits | AID 588458; in the data active = inhibition above about 50%
LMPTP inh: LMPTP (human) inhibition; P24666; recombinant LMPTP-A, OMFP fluorogenic substrate, fluorescence intensity; inhibition, % at 20 µM; 360,000 compounds, 0.22% hits; AID 651560;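 active = compounds that cut the enzyme signal by at least half of the control window in the single-dose screen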;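 also: plate controls were DMSO wells with enzyme plus substrate for no effect and substrate without enzyme for full effect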
Target sequence (P24666 whole entry, looked up): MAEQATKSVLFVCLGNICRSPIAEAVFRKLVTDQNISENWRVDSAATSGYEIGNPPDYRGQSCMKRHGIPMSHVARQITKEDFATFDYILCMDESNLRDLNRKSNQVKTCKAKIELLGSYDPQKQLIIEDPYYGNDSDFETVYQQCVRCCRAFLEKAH
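Test system: LMPTP-A phosphatase enzyme; input: 0.625 nM LMPTP-A final; reagent: OMFP substrate, 400 µM final; compound dosing: 20 µM single dose, 3% DMSO; incubation: 50 min dark incubation at room temperature; measured by: endpoint fluorescence intensity from OMFP dephosphorylation; measure: % inhibition relative to no-enzyme and uninhibited control wells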
Tb MetRS inh: blocks T. brucei methionyl-tRNA synthetase activity | purified T. brucei MetRS, ATP depletion, Kinase-Glo luminescence | inhibition, % at 11.9 µM | 360,000 compounds, 0.4% hits;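 active = inhibition above a per-plate cutoff of the control wells' mean inhibition plus 3 SD, cut at about 5.5% in these data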;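 also: 0% = DMSO wells median and 100% = median of wells with control inhibitor compound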
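assay system = parasite MetRS enzyme | timing = 15 min preincubation, 2 h reaction, all 25 °C | evaluation = percent inhibition relative to median high and low control wells | medium = HEPES buffer containing pyrophosphatase, BSA, spermine, DTT | compound = single dose, 11.9 µM final nominal, 0.9% final DMSO | detection = Kinase-Glo luminescence, ATP depletion format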
NadD block: blocks S. aureus nicotinate mononucleotide adenylyltransferase. inhibition, % at 20 µM. purified NadD enzyme, colorimetric absorbance read-out. 360,000 compounds, 0.78% hits; in the data active = inhibition above about 26%; also: some compounds past the cut are filed as inactive
CSN deneddyl inh: inhibitors of human CSN-mediated cullin deneddylation; Q92905; Purified CSN, SCF-Nedd8-OG deneddylation, fluorescence polarization; inhibition, % at 12.5 µM; 360,000 compounds, 0.38% hits; AID 651999;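 active = pattern-corrected inhibition above about 35%, with an unprinted fluorescence ratio check between 0.5 and 1.5, limit read from the data, passing the limit was not always enough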;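 also: 0% = enzyme with substrate and 100% = substrate without enzyme; some results filed as inactive read as strong as hits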
Target sequence (Q92905 whole entry, looked up, one chain of several): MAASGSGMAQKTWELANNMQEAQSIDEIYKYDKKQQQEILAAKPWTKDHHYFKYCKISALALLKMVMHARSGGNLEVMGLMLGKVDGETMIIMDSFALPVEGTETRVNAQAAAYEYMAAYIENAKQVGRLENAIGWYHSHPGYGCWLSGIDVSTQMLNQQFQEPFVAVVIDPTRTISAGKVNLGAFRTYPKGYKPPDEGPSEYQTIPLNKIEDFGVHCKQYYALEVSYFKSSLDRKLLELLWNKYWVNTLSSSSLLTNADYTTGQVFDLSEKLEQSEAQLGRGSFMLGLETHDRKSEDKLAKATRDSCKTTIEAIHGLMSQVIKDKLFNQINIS
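Test system: purified human Csn5 enzyme expressed in HEK293T cells. Amount: 0.24 nM enzyme. Reagent: SCFSkp2-Nedd8OG substrate at 10 nM final. Schedule: 90 min incubation of compound, enzyme and substrate at room temperature. Detection: fluorescence polarization. Read-out: % inhibition of substrate cleavage by Csn5.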
PABP1 MLLE inh: inhibitors of microRNA-mediated deadenylation, human PABP1 MLLE binding; GST-MLLE / FITC-PAM2 fluorescence polarization; inhibition, % at 20 µM; 360,000 compounds, 0.36% hits; AID 588489; in the data active = inhibition above about 35%, passing the limit was not always enough;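 also: plate controls were DMSO wells with GST-MLLE for no effect and wells lacking GST-MLLE protein for full effect; some results filed as inactive read as strong as hits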
Scp1 inh: inhibitors of human Scp-1 phosphatase; Recombinant Scp1, phosphopeptide, malachite green phosphate absorbance; 340,000 compounds, 0.88% hits; Q9GZU7; inhibition, % at 20 µM;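 active = inhibition above about 50% at 20 µM, limit read from the data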;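 also: plate controls were DMSO wells with enzyme for no effect and wells lacking enzyme for full effect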
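Test system – truncated SCP-1 phosphatase (76-261aa) · Reagent – Phosphorylated 17-residue peptide substrate · Incubation – 45 min room-temperature reaction, 5 min colour, 30 min stabiliser · Detection – colorimetric phosphate reagent with accelerator and stabiliser, absorbance at 630 nm · Measure – % inhibition at 20 µM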
* marks the source's active call; other numbers are inactive results; i = inactive; x = not tested or not shown. The order is random. Share with any hit: about 3.6%.

STEP inh	SUMO1 PPI mod	Rpn11 inh	DNMT1 inh	LMPTP inh	Tb MetRS inh	NadD block	CSN deneddyl inh	PABP1 MLLE inh	Scp1 inh	SMILES
-5	5	i	1	0.4	-0.2	1	0	3	0	CC(=O)c1c(C)[nH]c(C(=O)CN2CCN(S(=O)(=O)c3ccccc3F)CC2)c1C
5	6	i	2	6.3	-0.3	1	0	-9	-3	CC(C)(C)N(Cc1ccccc1)C(=O)COC(=O)C1CCN(c2ccc(C(F)(F)F)cn2)CC1
-2	2	i	-1	-0.5	-0.5	-3	-3	11	-4	CCN(CC)c1ccc(NC(=O)CSc2nnc(N)s2)cc1C
-2	2	i	-3	-1.6	0.7	10	-5	-92	-2	COC(C(=O)Nc1ccc(Cl)cc1C)c1ccccc1 (stereo not drawn)
-2	-6	i	7	0.5	-0.9	-5	7	10	-7	O=C1Nc2ccc(Br)cc2/C1=C/C1CC=CCC1 (stereo not drawn)
-1	-4	i	-7	1.3	-0.6	5	-4	7	0	Cn1nc(-c2ccc(N3CCOCC3)c(NS(=O)(=O)c3ccc(Cl)cc3)c2)c2ccccc2c1=O
1	-1	i	-2	-1.6	-0.1	-4	0	10	-4	Cc1ccc(NC(=O)C(C)OC(=O)CSc2ccccc2)cc1 (stereo not drawn)
2	2	i	3	1.5	-1.0	-8	-3	4	-3	Cn1c(=O)c2c(nc(NCc3ccco3)n2CC(O)CO)n(C)c1=O (stereo not drawn)
-2	0	i	2	0.8	0.0	9	0	-2	1	COc1ccccc1NC(=O)CC1CCCC1
0	1	i	3	-0.6	0.0	-4	4	8	-13	CCOn1c(SC(C)C)nc2ccccc2c1=O
-3	4	i	-1	-0.3	-1.6	-8	-1	5	-16	CCOc1ccc(Cn2nnc(C(=O)Nc3cc(OC)cc(OC)c3)c2N)cc1
2	-8	i	-2	3.7	-0.1	-4	2	-6	-3	Cc1c(C)c2ccc(OCC(=O)N3CCN(c4ccc(F)cc4)CC3)c(C)c2oc1=O
-1	-2	i	-1	-0.5	0.0	2	-4	-3	-5	COCCN(Cc1ccco1)C(=O)C1CCCN(c2ncnc3c2nc2n3CCCCC2)C1 (stereo not drawn)
-3	4	i	-2	0.8	-0.2	-7	-3	-6	-7	CC(C)c1ccc(CN2CC(C(=O)Nc3ccccc3)CC2=O)cc1 (stereo not drawn)
-3	0	i	-4	-0.9	-0.2	-7	45*	3	x	CN(Cc1cnn(-c2ccccc2)c1)C(=O)c1ccc(S(=O)(=O)NCc2ccco2)cc1
-2	3	i	-2	-1.3	-0.5	0	1	7	-4	Cc1ccncc1C(N)=O
0	10	i	38	0.9	0.0	27	7	-9	-8	CC(C)n1cc(/C=C2/SC(=O)N(CC(=O)Nc3ccc4c(c3)OCO4)C2=O)c2ccccc21
-3	3	i	-6	-0.4	-0.3	-8	-2	-6	-9	COc1cccc(CN(C)C(=O)CN2C(=O)NC(c3ccccc3)(c3ccccc3)C2=O)c1OC
2	2	i	-4	0.8	-0.1	-8	-3	-28	-9	CCN(CC(=O)NCc1ccc(Cl)cc1)C(=O)CSc1cc(C)ccc1C
-3	-7	i	7	16	-2.1	27	11	16	-5	CC(=O)Nc1nc(C)c(-c2csc(Nc3cccc([N+](=O)[O-])c3)n2)s1
3	4	i	0	1.5	-0.3	-1	5	-12	x	Cc1ccc(S(=O)(=O)N2CCCCC2)cc1NC(=O)C1COc2ccccc2O1 (stereo not drawn)
0	-2	i	2	-1.3	-0.7	-2	-4	0	-2	COc1ccc(CNC(=O)CN(C(=O)CCC(=O)Nc2ccccn2)c2ccccc2OC)cc1
-4	0	i	-22	2.2	-0.4	13	-2	12	0	C/C(=N\Nc1cc(-c2ccccc2)nc(-c2ccccc2)n1)c1ccc(O)c(C)c1
-2	2	i	3	-0.5	0.3	-6	-6	-6	1	CCN(CC(=O)Nc1c(F)cccc1F)C(=O)CCCc1cccs1
2	0	i	-1	1.0	0.4	-2	-8	0	3	COc1cc(C(=O)NNC(=S)Nc2ccc(S(N)(=O)=O)cc2)cc(OC)c1OC
2	2	i	2	-2.0	-0.5	1	-2	-61	-8	Cn1c(=O)c2c(nc(SCCN3CCOCC3)n2Cc2ccc(F)cc2)n(C)c1=O
1	-18	i	2	0.8	0.1	-6	-1	0	-4	Cc1ccc2c(=O)cc(C(=O)NCc3ccccc3)oc2c1C
0	-1	i	-1	-1.4	-0.7	13	1	6	-6	O=C(CCc1nc(-c2ccccc2F)no1)NC1CCCCC1
0	-1	i	0	-0.5	-0.1	-8	3	-1	-11	Cc1ccc(S(=O)(=O)N(C)CCCC(=O)NC(C)(C)C)cc1
3	-1	i	-1	-0.9	-0.2	-1	-1	-130	-8	S=C(Nc1cc(Cl)cc(Cl)c1)N1CCCC1
0	0	i	2	0.3	0.3	-4	-3	2	-6	O=C(NCc1nnnn1-c1ccc(F)c(F)c1)c1ccc(S(=O)(=O)N2CCOCC2)cc1
0	-18	i	11	-1.7	-0.8	4	3	-33	6	Cc1cc(C)c2nc(SCC(=O)Nc3cc(C)on3)c(C#N)cc2c1
-2	0	i	3	0.8	0.0	2	2	-2	-7	COc1cccc(-c2nc(-c3ccccn3)no2)c1OC
1	9	x	11	20	0.3	2	34	-52	17	CCOc1ccc(CNC(=O)C2CCN(c3nnc(C)c4c(C)n(-c5ccc(C)cc5)nc34)CC2)cc1
1	7	i	2	-0.8	0.3	-3	3	-5	5	CN(CC(=O)NCc1ccncc1)S(=O)(=O)c1ccc(Cl)cc1
-4	-4	i	0	-0.9	0.0	-4	6	-19	-8	Clc1ccc(OCCSc2ncccn2)cc1
-4	1	i	4	-1.1	-0.5	-5	-8	23	0	CCOc1ccc(N2C(=O)CC(N(C)Cc3ccccc3)C2=O)cc1 (stereo not drawn)
-2	3	i	-5	-0.6	-0.3	7	1	15	4	Cc1ccccc1N1CC(C(=O)Nc2nnc(SCCN3CCOCC3)s2)CC1=O (stereo not drawn)
-2	2	i	1	-0.2	0.1	4	-1	-3	-8	COc1ccccc1N1CCN(C(=O)c2sc3ncn(CC(=O)N4CCC(C)CC4)c(=O)c3c2C)CC1
2	-14	i	-1	-1.3	-0.7	3	-4	2	-1	COc1ccccc1C(=O)N/N=C/c1ccc2c(c1)OCO2
0	-2	i	-1	-1.9	-0.5	-11	0	-14	-6	CC(C(=O)OCC(=O)Nc1cccc(S(=O)(=O)N(C)C)c1)N1C(=O)c2ccccc2C1=O (stereo not drawn)
-3	-3	i	2	1.6	1.1	-3	4	-16	15	COC(=O)c1c(NC(=O)CN2CCC(C(N)=O)CC2)c2c(C)cccc2n1C
2	-8	i	-3	-0.1	-0.5	0	9	-19	-5	O=C(CC1Nc2ccccc2NC1=O)NCC1COc2ccccc2O1 (stereo not drawn)
3	3	i	7	-0.5	0.2	-2	4	4	-7	Cc1ccc(S(=O)(=O)NNC(=S)Nc2cccc(F)c2)cc1
-1	-1	i	-2	-0.6	-0.4	-1	1	0	-8	COc1ccc(NC(=O)OCCN2CCN(Cc3ccccc3)CCC2=O)cc1
-8	-2	i	3	1.3	-0.5	-10	1	-7	-10	O=C(CN(C(=O)c1ccc(Cl)cc1Cl)N1C(=O)C2C3C=CC(C3)C2C1=O)c1ccc(F)cc1 (stereo not drawn)

Exported with each value named: entries from further up
COC(=O)c1c(NC(=O)CN2CCC(C(N)=O)CC2)c2c(C)cccc2n1C
  STEP inh = -3 | SUMO1 PPI mod = -3 | Rpn11 inh = i | DNMT1 inh = 2 | LMPTP inh = 1.6 | Tb MetRS inh = 1.1 | NadD block = -3 | CSN deneddyl inh = 4 | PABP1 MLLE inh = -16 | Scp1 inh = 15

O=C(CC1Nc2ccccc2NC1=O)NCC1COc2ccccc2O1 (stereo not drawn)
  STEP inh = 2 | SUMO1 PPI mod = -8 | Rpn11 inh = i | DNMT1 inh = -3 | LMPTP inh = -0.1 | Tb MetRS inh = -0.5 | NadD block = 0 | CSN deneddyl inh = 9 | PABP1 MLLE inh = -19 | Scp1 inh = -5

Cc1ccc(S(=O)(=O)NNC(=S)Nc2cccc(F)c2)cc1
  STEP inh = 3 | SUMO1 PPI mod = 3 | Rpn11 inh = i | DNMT1 inh = 7 | LMPTP inh = -0.5 | Tb MetRS inh = 0.2 | NadD block = -2 | CSN deneddyl inh = 4 | PABP1 MLLE inh = 4 | Scp1 inh = -7

COc1ccc(NC(=O)OCCN2CCN(Cc3ccccc3)CCC2=O)cc1
  STEP inh = -1 | SUMO1 PPI mod = -1 | Rpn11 inh = i | DNMT1 inh = -2 | LMPTP inh = -0.6 | Tb MetRS inh = -0.4 | NadD block = -1 | CSN deneddyl inh = 1 | PABP1 MLLE inh = 0 | Scp1 inh = -8
